# Source: PubChem (several laboratories)
# CHOP inh: inhibitors of CHOP promoter induction, primary screen, cell-based, unfolded protein response, luciferase reporter. CHO-K1 CHOP-promoter luciferase, tunicamycin-induced, 15-18 h. inhibition, % at 10 µM. actives 3.8% (n = 220,000). AID 2732, 2010;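 active = compounds that reduced the stress-induced luciferase reporter signal by more than about 70% of percent inhibition, limit read from the data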;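 note: 0% = tunicamycin plus vehicle and 100% = wells without tunicamycin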
# TRPN1 ag: zebrafish TRPN1 channel agonists, primary screen, cell-based, HEK293, calcium fluorescence; transient receptor potential cation channel N1 (TRPN1/NompC), Danio rerio; HEK293 zebrafish TRPN1-YFP, Fluo-8 calcium fluorescence; 100% = response to 87 µM carbachol; activation, % at 3 µM; actives 0.18% (n = 220,000); AID 1424, 2008;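 active = activation above its plate's cutoff, the mean activation of test wells on that plate plus 3 SD, cut at about 19% in these data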;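 note: 0% = DMSO alone and 100% = 87 µM carbachol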
#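 System: zebrafish TRPN1-YFP in HEK293 cells / Dosing: 3 µM single point / Timing: dye loading 1 h at 37 °C, then 30 min room temperature / Signal: Fluo-8 calcium fluorescence, excitation 470-495 nm, emission 515-575 nm / Read-out basis: percent activation from peak over basal fluorescence ratio, control-normalized / Control set: high carbachol 87 µM, low DMSO alone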
# NPY1 pot ag: NPY-Y1 receptor potentiators or agonists, primary screen, cell-based; Neuropeptide Y receptor type 1 (Homo sapiens), P25929; NPY-Y1 expressing cells, potentiator/agonist activation; activation, % at 3.6 µM; actives 0.37% (n = 220,000); in the data active = activation above about 33%, passing the limit was not always enough;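 note: cells stimulated with NPY at EC10 then isoproterenol at EC100; 0% = low agonist plus stimulus and 100% = saturating agonist plus stimulus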
# Target sequence (P25929 whole entry, looked up): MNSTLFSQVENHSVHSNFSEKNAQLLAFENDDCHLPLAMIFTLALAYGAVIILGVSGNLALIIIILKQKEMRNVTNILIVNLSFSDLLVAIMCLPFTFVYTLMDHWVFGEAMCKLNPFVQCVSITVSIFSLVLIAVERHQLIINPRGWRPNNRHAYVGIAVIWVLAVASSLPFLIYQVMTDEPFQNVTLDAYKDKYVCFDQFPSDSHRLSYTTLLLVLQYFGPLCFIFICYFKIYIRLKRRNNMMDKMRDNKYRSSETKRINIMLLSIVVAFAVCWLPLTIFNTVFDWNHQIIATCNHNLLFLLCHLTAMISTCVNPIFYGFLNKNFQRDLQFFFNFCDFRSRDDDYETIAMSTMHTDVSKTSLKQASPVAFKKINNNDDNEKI
# PPC-1+TRAIL kill: compounds killing PPC-1 cancer cells with TRAIL present, primary screen, TRAIL potentiator project, ATPLite luminescence, uHTS | PPC-1 cells + TRAIL, ATPLite viability luminescence | cell killing (% activity), % at 4 µM | actives 0.41% (n = 220,000) | AID 1443, 2008;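 active = cell killing above 50% in the first pass at 4 µM, then a duplicate retest at 5 µM averaging 50% or more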;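 note: plate controls were cells with TRAIL plus DMSO for no effect and medium-only wells lacking cells for full effect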
# TRPML3 ag: human TRPML3 channel agonists, primary screen, cell-based, HEK293 TRPML3-YFP, Fluo-8 calcium fluorescence, 3 µM; 100% = the carbachol control signal; AID 1448, 2008; actives 0.29% (n = 220,000); activation, % at 3 µM;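 active = activation above its plate's cutoff, the mean activation of the plate's test wells plus 3 SD, cut at about 12% in these data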;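 note: 0% = DMSO only wells and 100% = carbachol wells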
#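 Test system: TRPML3-YFP stable HEK293 cells. Doses: single point at 3 µM. Incubation: dye loading 1 h 37 °C then 30 min ambient, 125 s read. Signal: Fluo-8 calcium dye fluorescence, ex 470-495, em 515-575 nm. Measure: percent activation from peak-to-basal fluorescence ratio, scaled between DMSO and carbachol.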
# NPY Y1 blocker: NPY-Y1 receptor antagonists, primary screen, cell-based; inhibition, % at 3.6 µM; HEK293-CNG Y1 cells, membrane potential fluorescence; NPY at EC95, then isoproterenol; Neuropeptide Y receptor type 1 (Homo sapiens), P25929; actives 1% (n = 200,000);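 active = inhibition above the campaign mean inhibition of all tested compounds plus 3 SD, cut at about 20% in these data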;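 note: 0% = DMSO wells given NPY plus isoproterenol and 100% = isoproterenol alone without NPY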
#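 Test system: HEK293 cells co-expressing NPY Y1 receptor and cyclic-nucleotide gated channel; Also added: NPY (25 nM), isoproterenol (1 µM), Ro 20-1724 (25 µM); Compound dosing: one concentration, 3.6 µM, in 0.4% DMSO; Timing: dye 3 h, compound 60 min room temperature, stimulation 45 min; Technique: Membrane-potential fluorescent dye readout.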
# 14-3-3 Bad PPI: inhibitors of 14-3-3 zeta/Bad binding, primary screen, biochemical, TR-FRET, bovine 14-3-3 zeta. inhibition, % at 21.7 µM. TR-FRET 14-3-3zeta/Dy647-pBad peptide displacement, 1 h. actives 0.71% (n = 220,000). 14-3-3 protein zeta/delta (Bos taurus), P63103;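 active = inhibition above about 70%, limit read from the data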;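 note: 0% = full 14-3-3 plus peptide FRET controls and 100% = background without 14-3-3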
# Target sequence (P63103 whole entry, looked up): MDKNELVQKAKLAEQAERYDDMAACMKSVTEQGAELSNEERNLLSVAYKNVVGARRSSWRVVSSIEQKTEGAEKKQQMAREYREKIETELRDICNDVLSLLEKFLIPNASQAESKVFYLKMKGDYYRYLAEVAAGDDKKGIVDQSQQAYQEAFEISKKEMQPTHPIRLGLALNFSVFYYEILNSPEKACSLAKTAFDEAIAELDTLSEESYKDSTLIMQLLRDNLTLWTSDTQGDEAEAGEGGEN
# PGE2 EP2 inh: human EP2 receptor antagonists, primary screen, TR-FRET cAMP, C6 glioma cells. Prostaglandin E2 receptor EP2 subtype (Homo sapiens), P43116. C6 glioma cells expressing human EP2; cells stimulated with saturating PGE2. inhibition, % at 25 µM. actives 0.52% (n = 260,000);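 active = percent inhibition above 40 after rounding to a whole number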;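 note: rat C6 glioma host cells with rolipram phosphodiesterase inhibitor present; the protocol text gives 20 µM as final concentration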
# Target sequence (P43116 whole entry, looked up): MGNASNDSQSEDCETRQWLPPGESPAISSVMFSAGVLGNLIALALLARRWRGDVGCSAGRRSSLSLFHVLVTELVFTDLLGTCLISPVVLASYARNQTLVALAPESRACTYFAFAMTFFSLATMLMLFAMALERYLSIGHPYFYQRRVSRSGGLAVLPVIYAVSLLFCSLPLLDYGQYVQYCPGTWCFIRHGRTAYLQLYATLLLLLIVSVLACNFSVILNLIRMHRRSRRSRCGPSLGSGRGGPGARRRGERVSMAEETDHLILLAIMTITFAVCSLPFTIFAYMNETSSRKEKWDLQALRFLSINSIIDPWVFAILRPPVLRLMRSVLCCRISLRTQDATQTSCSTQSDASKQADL
# EP2 mod: EP2 receptor modulators, cAMP readout, primary screen, cell-based, HTRF cAMP, PGE2 stimulation; Prostaglandin E2 receptor EP2 subtype (Homo sapiens), P43116; EP2-expressing cells, cAMP HTRF FRET, PGE2 co-stimulation; induction, % at 25 µM; actives 0.83% (n = 260,000);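 active = compounds whose cAMP rise, as percent of the full-agonist control response, exceeds 60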;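 note: rat C6 glioma line stably carrying human EP2 under a CMV promoter; the protocol text gives 20 µM as final concentration; 100% = response of wells given 1 µM PGE2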
# An asterisk follows results filed as active; · = no result given; & = joins results of further samples; [ ] = dose if it differs, or a comment. Not all compounds are listed; the hit share may differ from the screen's.
SMILES,CHOP inh,TRPN1 ag,NPY1 pot ag,PPC-1+TRAIL kill,TRPML3 ag,NPY Y1 blocker,14-3-3 Bad PPI,PGE2 EP2 inh,EP2 mod
Cc1nn(Cc2ccc(C(=O)Nc3ccccc3C(F)(F)F)o2)c(C)c1Br,17.4,-0.4,-18.9,8.5,-1.6,5.7,8.5,6.1,22.5
COc1ccc(/C=C/c2nnc(NC(C)=O)s2)cc1,34.2,0.9,3.7,9.4,1.2,·,-4.0,8.8,-3.5
NC(=O)C1=C[C@H](C2CCCCC2)C[C@H](OCc2ccc(CO)cc2)O1,-6.3,2.1,6.0,12.0,0.7,-1.2,5.7,3.0,-4.4
CCn1c(SCc2nc3ccccc3c(=O)[nH]2)nnc1C(C)NC(=O)c1ccccc1 (configuration not stated),-6.9,-2.1,12.9,12.7,0.7,-0.7,-3.5,5.4,-29.3
CC(CSc1nnnn1-c1ccccc1)Cn1c(N2CCN(C)CC2)nc2c1c(=O)[nH]c(=O)n2C (configuration not stated),-3.3,0.6,23.7,7.8,0.1,-0.1,2.2,5.5,16.9
O=c1[nH]c(SCc2c(Cl)cccc2Cl)nc2ccccc12,-0.7,0.0,16.1,27.5,-0.3,-3.9,4.2,5.6,11.0
Cc1cc(C)n2c(SCC(=O)Nc3ccc(F)cc3F)nnc2n1,-2.2,-0.2,-4.7,5.5,0.0,1.1,-16.9,5.9,32.1
O=c1oc2ccccc2c(Nc2ccc3ccccc3c2)c1[N+](=O)[O-],8.1,3.2,-4.7,35.7,1.0,3.0,64.0[fluorescence artefact?],6.0,-15.0
Cc1cc(NC(=O)c2ccc(S(=O)(=O)N3CCOCC3)cc2)nc2c1c(=O)oc1ccccc12,-28.8,-0.4,-12.1,5.3,0.1,1.7,16.4,·,-18.2
COc1cc2c(cc1NC(=O)C(C)Sc1ccc(C)cc1)oc1ccccc12 (configuration not stated),-1.2,-0.5,-44.7,10.4,-0.1,13.0,0.3,9.0,-6.2
O=C(Cn1ncc2ccccc21)N1CCc2ccccc21,16.7,-0.8,5.6,16.7,-0.3,4.6,2.2[fluorescence artefact?],16.8,17.6
Cc1cccc(C(=O)NC2CC(C)(C)NC(C)(C)C2)c1,2.0,1.3,5.3,12.5,0.3,0.2,3.8,17.7,2.3
C/C(=N\NC(=S)Nc1cccc(C)c1)c1cc2ccccc2o1,-9.9,-1.2,-24.6,16.8,0.4,12.9,-12.9,3.0,5.2
O=S(=O)(c1cccc(C(F)(F)F)c1)N1CCN(c2cnccn2)CC1,11.8,-0.2,12.5,8.3,0.7,5.1,-2.1,9.8,-38.1
Cc1nn(-c2ccccc2)c(C)c1/C=N/NC(=O)c1cc(-c2cccs2)[nH]n1,-20.3,0.2,-20.8,9.0,-1.0,14.2,-12.3[fluorescence artefact?],7.5,5.7
CCn1nnnc1SCC(=O)NC1Cc2ccccc2C1,6.8,2.4,-9.9,20.9,0.5,·,-0.5,12.1,28.8
Cc1ccccc1OCCCCCn1ccnc1,14.0,0.2,20.8,4.8,-0.6,0.4,-17.4,3.3,-32.2
Cc1sc2ncn(/N=C/c3ccco3)c(=O)c2c1C,-18.6,1.6,-10.5,16.8,0.1,·,0.8,2.2,-10.1
Cc1ccc(NC(=O)C2C3/C=C\CCCCC32)cc1 (configuration not stated),36.4,5.0,-8.1,5.3,1.6,2.9,4.0,6.9,12.0
CCCCCc1ccc(-c2ccc(/C=C/C(=O)O)cc2)nc1,30.6,0.3,-2.5,43.5,0.3,-1.3,0.4,4.6,62.4*

# Ordered by molecular weight (ascending): three of the compounds above.
SMILES,CHOP inh,TRPN1 ag,NPY1 pot ag,PPC-1+TRAIL kill,TRPML3 ag,NPY Y1 blocker,14-3-3 Bad PPI,PGE2 EP2 inh,EP2 mod
Cc1ccc(NC(=O)C2C3/C=C\CCCCC32)cc1 (configuration not stated),36.4,5.0,-8.1,5.3,1.6,2.9,4.0,6.9,12.0
Cc1sc2ncn(/N=C/c3ccco3)c(=O)c2c1C,-18.6,1.6,-10.5,16.8,0.1,·,0.8,2.2,-10.1
Cc1cccc(C(=O)NC2CC(C)(C)NC(C)(C)C2)c1,2.0,1.3,5.3,12.5,0.3,0.2,3.8,17.7,2.3

# (more compounds)
SMILES,CHOP inh,TRPN1 ag,NPY1 pot ag,PPC-1+TRAIL kill,TRPML3 ag,NPY Y1 blocker,14-3-3 Bad PPI,PGE2 EP2 inh,EP2 mod
Cc1c(Cl)cccc1NC(=S)Nn1cnnc1,1.1,1.6,7.7,23.1,0.7,8.1,11.4,10.4,0.4
COc1cc2[nH]c(=S)n(Cc3ccc(C)o3)c(=O)c2cc1OC,7.7,0.1,12.7,3.3,-1.1,1.3,18.8[fluorescence artefact?],3.7,4.0
CC1CCC2(CC1)SCC(=O)N2c1ccc(F)cc1 (configuration not stated),-10.6,-1.8,12.8,8.7,-1.6,·,5.8,7.3,36.9
COc1ccc(NC(=O)N2CCCC2C(=O)NCc2ccc(F)cc2)cc1 (configuration not stated),25.0,-0.9,-3.5,33.2,0.2,-1.9,-3.8[fluorescence artefact?],8.3,18.5
COC(=O)CNC(c1ccccc1Cl)c1cc(Br)ccc1NS(=O)(=O)c1ccc(C)cc1 (configuration not stated),23.5,0.8,1.5,12.3,1.0,9.2,-2.2[fluorescence artefact?],5.6,43.1
COc1ccc(Cl)cc1N(CC(=O)Nc1ccccc1C(=O)NCc1ccco1)S(C)(=O)=O,6.0,2.2,-29.6,-20.5,1.8,-1.9,7.2,6.2,-31.0
COC(=O)c1[nH]c2ccc(C)cc2c1NC(=O)CN1CCN(c2ccccc2)CC1,45.6,3.6,-17.7,18.8,1.2,-7.9,-5.0,10.4,-47.2
Cc1cc(C)nc(NC(=NCCc2c[nH]c3ccccc23)NC(=O)Nc2ccccc2)n1,66.9,0.2,4.6,-15.9,-0.2,3.0,3.8,3.2,-14.0
O=C(CSc1nc2ccc(Nc3nc(N4CCOCC4)nc(N4CCOCC4)n3)cc2s1)N1CCOCC1,7.3,0.8,-14.8,-3.4,0.5,3.7,-7.4,4.8,-6.9
COCc1cc(C)nc(N/N=C/c2ccc(-c3cc(C(=O)O)ccc3Cl)o2)c1C#N,5.1,-0.4,-9.4,15.8,0.2,-0.7,66.7,6.3,28.6
Clc1ccc(Cc2nn3c(Cn4nnc5ccccc54)nnc3s2)cc1,-1.1,3.7,-5.1,13.3,0.6,3.4,4.6,7.4,-18.6
CC(C)[C@H](NC(=O)c1ccccc1)C(=O)OCC(=O)/C=C1/N(C)c2ccccc2C1(C)C,70.0*,0.6,-7.2,20.8,1.2,6.5,-23.0,12.8,-51.3
COc1cccc(-c2nc(CS(=O)CC(=O)NCc3ccccc3Cl)c(C)o2)c1 (configuration not stated),1.8,-0.5,-12.9,3.2,0.2,10.6,1.2,5.8,-6.3
CCOc1ccccc1CN1CCN(Cc2ccon2)CC1CCO (configuration not stated),1.9,0.3,8.2,-15.0,0.5,·,-3.5,8.1,2.1
Cc1ccc(C(=O)C2CCOC(C)(C)C2)cc1 (configuration not stated),6.9,1.2,-7.1,10.4,1.1,1.9,-6.5,6.3&5.1,-26.0&2.7
Cc1cc(C)c(NC(=O)C2C3/C=C\CCCCC32)c(C)c1 (configuration not stated),5.2,2.5,-8.1,5.2,0.9,3.1,0.7,13.6,14.3
O=C(Nc1nnc(CCS(=O)(=O)c2ccc(Br)cc2)s1)c1ccc([N+](=O)[O-])cc1,15.7,1.2,16.4,-2.7,1.0,-1.2,11.5,8.8,-8.4
O=C(COCCOCC(=O)N(c1ccccn1)C1CCCCC1)N(c1ccccn1)C1CCCCC1,-1.4,-1.2,-21.9,28.4,-0.8,-0.3,2.9,-3.4,10.0
Cc1coc2cc3oc(=O)c(CCC(=O)O)c(C)c3cc12,-3.3,2.2,-7.9,10.9,0.7,·,2.7,5.9,14.4
O=C1Nc2ccccc2C1(c1ccccc1)c1ccccc1,52.1,-1.3,5.6,-5.1,0.8,-1.8,-3.1,9.0,35.6
Cc1nn(CCOc2ccccc2)c(=O)n1-c1ccc(Cl)cc1,-2.8,-0.6,-17.4,-3.2,-1.0,-5.7,5.1,12.3,13.7
COC(=O)c1sccc1-c1ccc(C(=O)Nc2cccnc2)o1,-8.7,3.2,-5.0,3.0,0.3,5.9,11.8[fluorescence artefact?],13.5,-26.3
COc1ccc(S(=O)(=O)N2CCCC(C(=O)Nc3ccc4c(c3)OCCO4)C2)cc1 (configuration not stated),13.5,1.0,-51.2,28.1,-0.3,7.1,-0.6,19.1,-24.8
CC1=CC(C)(C)N(C(=O)CSc2nnc(N)s2)c2ccccc21,-0.9,-0.6,-0.7,14.5,0.2,6.1,9.5,11.7,44.7
CSCCCNC(=S)N(C)CC(=O)Nc1ccc(C)cc1,8.0,0.6,-1.9,2.9,0.4,-0.5,14.0,2.3,5.7
O=C1CCC/C1=C/Nc1ccc2c(c1)OCO2,44.7,0.2,5.5,4.4,-0.3,-0.3,-22.6,5.7,-5.5
O=C(Oc1ccc(=O)n(-c2ccccc2)n1)c1ccccc1,-16.6,-0.1,-0.8,12.6,0.3,3.8,8.0[fluorescence artefact?],15.5,7.1
Cc1c(NC(=O)C(C)OC(=O)CNC(=O)c2ccc(C(C)(C)C)cc2)c(=O)n(-c2ccccc2)n1C (configuration not stated),27.2,0.2,15.6,11.5,0.4,8.1,5.6,10.6,9.3
Cc1ccccc1C(=O)Nc1cccc(NC(=O)c2ncn[nH]2)c1,0.2,0.3,2.8,14.8,0.8,-2.9,-1.1,-1.0,-79.9
CC1CC(C)CN(CCCNC(=O)C2CCC(=O)N2C2CCCC2)C1 (configuration not stated),-11.1,1.6,-1.3,20.8,0.4,3.8,-13.1,9.4,8.1
CC(C)CC1CC(=O)OC1(C)C(=O)CSc1nc2ccccc2s1 (configuration not stated),17.2,-1.0,-9.9,10.3,0.4,1.4,68.6,11.8,-6.7
CSCCC(NC(=O)c1ccco1)C(=O)OC(C)C(=O)NC(=O)NC1CCCCC1 (configuration not stated),23.3,120.8*,-26.7,29.9,61.9*,25.2*,3.6,8.0,4.5
